Peg3 promoter – inhibitors of Peg3 promoter. hit rate 1.7% among 360,000. AID 588405. HeLa PEG-Prom luciferase reporter, luminescence, overnight. inhibition, % at 20 µM;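 active = inhibition of at least 50% at 20 µM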
HIF-2a inh – blocks HIF-2a reporter activity; hit rate 0.72% among 360,000; inhibition, % at 18.8 µM; AID 624352; 786-0 RCC cells HIF-2a reporter, luciferase luminescence, overnight;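 active = inhibition of the luminescence signal of 40% or more relative to plate controls, in a single-dose primary screen at 18.75 µM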
m5-HT2A agonist – mouse HTR2A agonism via beta-arrestin recruitment; P35363; CHO-K1 mHTR2A beta-arrestin complementation, luminescence; percent of 30 µM serotonin response; activation, % at 7.6 µM; hit rate 0.66% among 360,000; AID 624169;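 active = activation above a run cutoff, the mean activation of all tested compounds plus 3 SD, cut at about 14% in these data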;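 note: 0% = plate median of compound wells and 100% = 30 µM serotonin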
Target sequence (P35363 whole entry, looked up): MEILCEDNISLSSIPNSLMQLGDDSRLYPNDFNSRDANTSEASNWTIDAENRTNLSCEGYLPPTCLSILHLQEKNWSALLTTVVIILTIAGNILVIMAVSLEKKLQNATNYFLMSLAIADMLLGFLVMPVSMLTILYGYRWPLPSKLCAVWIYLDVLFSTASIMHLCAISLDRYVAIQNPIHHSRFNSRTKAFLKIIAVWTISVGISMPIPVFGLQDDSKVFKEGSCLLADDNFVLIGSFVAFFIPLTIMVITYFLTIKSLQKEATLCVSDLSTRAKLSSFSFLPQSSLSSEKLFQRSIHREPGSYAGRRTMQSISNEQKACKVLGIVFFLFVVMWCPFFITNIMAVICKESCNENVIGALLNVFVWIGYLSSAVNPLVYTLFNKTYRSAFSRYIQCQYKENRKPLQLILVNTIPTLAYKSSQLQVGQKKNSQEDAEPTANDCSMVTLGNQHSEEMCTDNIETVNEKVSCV
NR2E3 ag-1 – NR2E3 (human) agonism; Q9Y5X4; GST-NR2E3/biotin-RetCOR TR-FRET, 1536-well; inhibition of corepressor binding, % at 4.78 µM; hit rate 0.12% among 320,000; AID 2300;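 active = percent inhibition above the cutoff of mean plus 3 SD of all tested compounds, set per screening campaign, cut at about 20% in these data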;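 note: 0% = DMSO wells and 100% = biotin wells as full block of FRET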
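System: GST-tagged NR2E3 plus biotinylated RetCOR corepressor; Buffer or medium: pH 7.5 Tris-based buffer; Probe or stimulus: RetCOR corepressor, biotinylated, 7 nM; Doses: compound at 4.8 µM, single dose; Schedule: 5 h incubation at 4 °C; Technique: time-resolved FRET; Evaluation: percent inhibition of TR-FRET ratio; Replication: one well per compound, singlicate testing.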
iPSC survival up – hiPSC single-cell survival enhancement | ATPlite luminescence; 100% = ROCK inhibitor wells, 0% = DMSO | survival enhancement, % at 20 µM | hit rate 0.044% among 360,000; in the data active = survival enhancement above about 18%;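 note: cells exposed to compounds for 16 hours before the ATP read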
TRPM1 prom inh – reduces MITF-dependent TRPM1 promoter luciferase signal; hit rate 0.83% among 330,000; inhibition, % at 12.5 µM; SK-MEL-5 TRPM1 promoter luciferase, 24 h;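 active = mean inhibition across replicates of 60% or more, whatever share of single replicates reaches that level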; note: values of inactives mirror those of a sister screen read the other way
NR2E3 ag-2 – human photoreceptor-specific nuclear receptor agonism. Q9Y5X4. CHO-S Gal4-NCOR/VP16-NR2E3 two-hybrid, luciferase. inhibition of corepressor binding, % at 3.98 µM. hit rate 0.35% among 360,000. AID 602229;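 active = inhibition above the mean of all tested compounds plus 3 SD, cut at about 70% in these data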;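 note: 0% = DMSO with NR2E3 transfected cells and 100% = cells lacking NR2E3 construct; higher means lower luciferase signal from less NR2E3 corepressor binding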
Cardio protect – modulators protecting cardiomyocytes from myocardial damage; H9c2 cardiomyocytes, H2O2 injury protection, ATPLite, 2 h; protection from H2O2 cell death, % at 20 µM; hit rate 0.63% among 360,000; AID 588492;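 active = compounds giving at least 50% protection of heart cells from peroxide-induced death in the single-dose screen, raw or plate-pattern-corrected value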;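 note: 0% = DMSO wells with peroxide and 100% = DMSO wells without peroxide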
PDI turbidity – PDI (human) enzyme inhibition; P07237; PDI insulin aggregation turbidity, A650, 90 min; inhibition, % at 10 µM; hit rate 0.052% among 350,000;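 active = mean inhibition across replicates of 30% or more, whatever share of single replicates reach that level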;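 note: absorbance from insulin aggregation driven by PDI reduction with DTT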
Target sequence (P07237 whole entry, looked up): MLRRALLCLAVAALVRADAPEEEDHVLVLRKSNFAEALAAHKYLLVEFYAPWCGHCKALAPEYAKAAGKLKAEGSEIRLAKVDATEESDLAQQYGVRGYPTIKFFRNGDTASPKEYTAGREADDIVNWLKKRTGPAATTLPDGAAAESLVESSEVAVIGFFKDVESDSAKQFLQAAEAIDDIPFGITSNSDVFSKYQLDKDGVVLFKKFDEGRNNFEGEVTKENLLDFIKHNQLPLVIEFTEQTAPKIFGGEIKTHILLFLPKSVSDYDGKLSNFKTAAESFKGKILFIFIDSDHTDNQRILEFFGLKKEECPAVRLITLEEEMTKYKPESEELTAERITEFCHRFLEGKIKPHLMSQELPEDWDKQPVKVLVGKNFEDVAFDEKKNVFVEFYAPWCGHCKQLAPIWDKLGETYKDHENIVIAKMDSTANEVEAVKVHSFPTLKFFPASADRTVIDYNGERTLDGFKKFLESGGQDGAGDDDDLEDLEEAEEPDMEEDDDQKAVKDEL
Shn3 3UTR inh – inhibitors of Schnurri-3 3'UTR reporter in osteoblasts; AID 588674; inhibition, % at 12.5 µM; Clone20 osteoblast Shn3 3'UTR firefly luciferase, 24 h; hit rate 0.52% among 360,000;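 active = mean inhibition of at least 75% with every replicate also reaching 75%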;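 note: 0% = median of neutral control wells and 100% = pilot-screen positive control compound; some compounds past the cut are filed as inactive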
CaV13 FRET inh – Primary screen for inhibitors of IQ motif and Ca2+-dependent inactivation inhibitor domain binding in CACNA1D, Förster resonance energy transfer in living cells, … | HEK cells, CFP/YFP FRET ICDI-IQ, plate reader, 10 min; percent FRET-ratio fall versus neutral wells | inhibition, % at 12.3 µM | hit rate 0.098% among 340,000;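 active = mean replicate inhibition of at least 30% and at least 1% of replicates passing that level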;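 note: 0% = median of the neutral control wells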
An asterisk follows results filed as active; / = not tested or not shown.

SMILES | Peg3 promoter | HIF-2a inh | m5-HT2A agonist | NR2E3 ag-1 | iPSC survival up | TRPM1 prom inh | NR2E3 ag-2 | Cardio protect | PDI turbidity | Shn3 3UTR inh | CaV13 FRET inh
CC(=O)N(c1nc(CCl)cs1)c1ccc(C)cc1C | 24 | -2 | -2 | 1 | -0.2 | 7 | -5 | -6 | 3 | 8 | -4
CN(C)CCCn1cnc2c1c(=O)[nH]c(=O)n2Cc1ccccc1 | 0 | 13 | 2 | 1 | -0.5 | 0 | -13 | 15 | 0 | -19 | -3
O=C1CCCN1CN(C(=O)c1ccc2c(c1)OCO2)c1cccc(Cl)c1 | 14 | 16 | 3 | -3 | 1.6 | 8 | -7 | -3 | -4 | 13 | -4
Cc1ccc(C(=O)CSc2nnnn2C(C)C)c(C)c1 | 2 | 0 | 2 | 3 | -0.1 | 3 | -92 | -14 | -16 | 22 | -6
CCCCN1C2=NCCCN2c2ccccc21 | 2 | 5 | 1 | 3 | -0.2 | 5 | -8 | -2 | -4 | 1 | -5
Cc1ccccc1NC(=O)CSC1=NCCN1 | -1 | 4 | -2 | 3 | 3.5 | -2 | -24 | -2 | 3 | -12 | -4
Cc1ccc(N2CC(C(=O)N3CCC(C(=O)Nc4nnc(C(C)C)s4)CC3)CC2=O)cc1 (configuration not stated) | 5 | 1 | 8 | -3 | 0.0 | 6 | -17 | -1 | 3 | -12 | -2
CCc1noc(C)c1C(=O)OCC(=O)NCCc1ccc(OC)cc1 | 4 | 7 | 11 | / | -0.1 | 0 | -14 | -4 | -3 | 4 | -4
Cc1nc2ccc(NC(=O)COc3ccccc3F)cc2s1 | -281 | -237 | 0 | 0 | -1.0 | -77 | -7 | -2 | 6 | -59 | 0
c1ccc(NN(Cc2cnccn2)c2ccccc2)cc1 | 11 | 3 | 5 | / | -0.6 | / | 9 | 1 | -2 | -8 | -5
O=C(CSc1ncccc1C(=O)O)c1ccccc1F | -19 | 9 | -4 | -6 | -1.2 | 6 | 11 | 0 | -4 | -10 | -6
COc1cc2cc(CCCOC(=O)c3ccc(C#N)cc3)oc(=O)c2cc1OC | 8 | 5 | 8 | 2 | 0.2 | 12 | 5 | 4 | 4 | 0 | -10
O=C(CSc1nnc(N2CCOCC2)n1-c1cccc(F)c1)N1CCN(c2ccccn2)CC1 | 16 | 13 | -6 | -3 | 0.1 | / | -3 | -6 | -7 | -16 | -2
Cn1c2ccccc2c2nnc(N/N=C/c3ccc(O)cc3)nc21 | 0 | 1 | -2 | 0 | -0.1 | / | -31 | -2 | 5 | -11 | -5
CC1CN(CCOc2ccc(Cl)cc2Cl)CC(C)O1 (configuration not stated) | 7 | 5 | -7 | 0 | -0.1 | -7 | -15 | -4 | 5 | -1 | -3
Cc1ccsc1CN(C)Cc1nc(C2CC2)no1 | 4 | 0 | -2 | 2 | -2.3 | -24 | 10 | -5 | 0 | -16 | -5
CC(C)Nc1ccc(C(CC(N)=O)NC(=O)c2ccccc2)cc1[N+](=O)[O-] (configuration not stated) | -8 | 9 | -1 | 1 | -1.0 | -7 | -9 | 3 | 5 | 6 | -10
O=C(NCCc1ccccc1)c1nnc(CS(=O)(=O)c2ccccc2)o1 | 7 | 8 | -1 | -3 | -2.3 | / | 3 | 28 | / | -3 | -10
Cc1cc(C)c2oc(-c3ccc(C)c(NC(=S)NC(=O)c4cccs4)c3)nc2c1 | -133 | -96 | 2 | 2 | -1.3 | 7 | -85 | 6 | -2 | -53 | /
Cc1cc(C(=O)N/N=C/c2ccco2)n[nH]1 | -26 | -55 | 3 | 4 | 0.4 | -15 | -19 | -3 | 2 | -38 | -4
CC1(NC(=O)/C=C/c2nc3ccccc3s2)CCS(=O)(=O)C1 (configuration not stated) | -9 | -36 | 4 | 4 | 0.3 | / | -19 | 3 | 3 | -15 | -2
CCOc1ccc(N(C)S(=O)(=O)c2cnc[nH]2)cc1 | 3 | 5 | 2 | 3 | -0.5 | 7 | 11 | -2 | -3 | 14 | -2
COc1ccc(C(C(=O)NC(C)(C)C)N(C(=O)CCC(=O)Nc2cc(C)on2)c2cccc(C)c2C)cc1 (configuration not stated) | 0 | -2 | 0 | -2 | -0.3 | 10 | -11 | -7 | 14 | -8 | -4
C=CCNC(=S)Nc1ccc(N(C)C)cc1 | -106 | -168 | -1 | -5 | -0.1 | -28 | -59 | -8 | 0 | -71 | -1
COc1ccc(-c2nnc(N(C)C(=O)c3cccnc3)s2)cc1 | -156 | -155 | 0 | 2 | -3.8 | -41 | -74 | -7 | -5 | -26 | -5

Arranged by value in Peg3 promoter (lowest first): three of the compounds above.
SMILES	Peg3 promoter
O=C(CSc1ncccc1C(=O)O)c1ccccc1F	-19
Cc1ccsc1CN(C)Cc1nc(C2CC2)no1	4
c1ccc(NN(Cc2cnccn2)c2ccccc2)cc1	11

Remaining list, next part
SMILES | Peg3 promoter | HIF-2a inh | m5-HT2A agonist | NR2E3 ag-1 | iPSC survival up | TRPM1 prom inh | NR2E3 ag-2 | Cardio protect | PDI turbidity | Shn3 3UTR inh | CaV13 FRET inh
CC(C)Cn1c(SCC(=O)N2CCN(C(=O)c3ccco3)CC2)nc2ccccc2c1=O | 6 | 15 | -1 | 0 | 0.5 | 5 | -30 | 6 | 2 | 7 | -2
COC(=O)C(C)Sc1nc2c(c(=O)n(C)c(=O)n2C)n1CCC(C)C (configuration not stated) | 2 | 7 | 7 | 7 | 0.8 | -12 | -14 | -2 | -5 | -1 | -5
C=C1c2ccccc2NC(=O)N1c1ccc(OC)cc1 | -50 | -72 | 5 | 1 | -3.8 | 11 | -14 | 0 | 6 | -23 | -4
Cn1c2ccccc2c2ncn(CCC3=CCCCC3)c(=O)c21 | -248 | -273 | -2 | 5 | 3.6 | -64 | -75 | 3 | 5 | -91 | -9
C[C@H](CO)N1C[C@H](C)[C@H](CN(C)C(=O)c2ccccc2)Oc2cc(Br)ccc2S1(=O)=O | -6 | 10 | -3 | / | -1.7 | / | -41 | 3 | 2 | 9 | -6
CCOc1ccc(NC(=O)CSc2nnc(C3CC3)n2N)cc1 | 9 | 0 | -4 | 7 | 0.8 | 1 | -7 | -2 | -5 | 2 | -5
COc1ccc(C2CC(=O)c3c(ccc4ccccc34)N2)cc1OC (configuration not stated) | -4 | 3 | -1 | -1 | 1.8 | -1 | -45 | 0 | 1 | 5 | /
O=C(Nc1ccc(Br)cc1)c1cc([N+](=O)[O-])cc([N+](=O)[O-])c1 | -1 | -17 | 9 | -1 | -0.6 | 13 | -19 | -18 | 1 | -4 | -2
CC(C)CC(OC(=O)c1cccs1)C(=O)NCc1ccco1 (configuration not stated) | -1 | 14 | 6 | 2 | -0.5 | 4 | 3 | 2 | 0 | 12 | -4
CC(C)CN(CCCNC(=O)CN1N=C(c2ccc(Cl)cc2)CCC1=O)CC(C)C | -1 | 15 | 0 | 0 | 0.1 | 10 | -1 | 2 | 2 | 39 | -3
COc1ccc(CNC(=O)COC(=O)CN2C(=O)C3CCCCC3C2=O)cc1 (configuration not stated) | -5 | 5 | -6 | / | 2.2 | / | -8 | 0 | 5 | -4 | -5
NNC(=O)C=C1CCN(c2ncc(C(F)(F)F)cc2Cl)CC1 | -15 | -15 | 4 | -4 | -2.4 | 8 | 4 | 2 | 0 | 3 | -6
Nn1c(-c2cccc(Br)c2)n[nH]c1=S | -16 | 6 | -1 | 1 | -1.4 | 11 | 13 | -2 | 6 | -2 | /
N/C(=N\OC(=O)CCCc1ccccc1)c1ccccc1Cl | -86 | -222 | 6 | 2 | 0.2 | -12 | -46 | -7 | -9 | -42 | -7
CCN(C(=O)COc1ccccc1)c1nnc(-c2cccnc2)s1 | -23 | -27 | 1 | -7 | -0.8 | -8 | -11 | -12 | 8 | -8 | -4
CCn1c(=O)cc(SCC(=O)NCCCN2CCC(C)CC2)c2ccccc21 | -2 | 2 | -3 | -2 | 1.4 | -4 | -3 | 1 | 3 | -12 | -8
CCCCOC(=O)c1ccc(NC(=S)NC(=O)c2c(Cl)cnn2CC)cc1 | 7 | -6 | -1 | 0 | 1.1 | 7 | -9 | -12 | -36 | 7 | -5
Cc1cc(C)cc(OCC(=O)Nc2ccc(F)cc2)c1 | -17 | -25 | -2 | 2 | 1.4 | -1 | 1 | 0 | -5 | -16 | -6
CC(=O)N1CCCC(N2CCN(c3cccc(C(F)(F)F)c3)CC2)C1 (configuration not stated) | 2 | -4 | -2 | 0 | -0.6 | 5 | 4 | -1 | -3 | -7 | -3
N#CC(C#N)=Cc1c[nH]c(=O)c(C#N)c1Nc1ccccc1 | -3 | 6 | -2 | 1 | 1.1 | / | 3 | -2 | -8 | -17 | 2
CCOC(=O)c1nnn(-c2nc(OC)nc(N(C)C)n2)c1-c1ccccc1 | 15 | 23 | 4 | -1 | -1.7 | 7 | -8 | 13 | 6 | 3 | -5
Cc1cc(SCc2ccc(Cl)c(Cl)c2)nc(=O)[nH]1 | -77 | -111 | -3 | 5 | -0.1 | -29 | -20 | 6 | 0 | -10 | -5
CCNC(=O)NC(=O)C(C)OC(=O)C1CCN(S(=O)(=O)c2ccccc2F)CC1 (configuration not stated) | -1 | 13 | 1 | -3 | -0.7 | 7 | -13 | 8 | -1 | -19 | -5
Cc1cccc(CC(=O)NC2CCN(C)CC2)c1 | 12 | 13 | -5 | 3 | -0.7 | -4 | -19 | -3 | -2 | -12 | 9
C=CCSc1n[nH]c(-c2ccc(OC)cc2)n1 | -228 | -210 | 2 | -3 | 1.1 | -100 | -134 | -4 | -8 | -52 | -8

(continued)
SMILES | Peg3 promoter | HIF-2a inh | m5-HT2A agonist | NR2E3 ag-1 | iPSC survival up | TRPM1 prom inh | NR2E3 ag-2 | Cardio protect | PDI turbidity | Shn3 3UTR inh | CaV13 FRET inh
COc1ccc(OC(=O)Cc2cccc3ccccc23)cc1 | -1 | 12 | -5 | 1 | 0.3 | -6 | -12 | -9 | 3 | -18 | -6
CC(O)(c1ccc(F)c(F)c1)c1nc(-c2ccncc2)cs1 (configuration not stated) | 18 | 18 | -2 | / | 2.5 | / | 24 | -21 | 17 | 12 | -5
Cc1nc2nc(SCc3ccccc3)[nH]n2c(=O)c1CCC(C)C | -3 | -8 | 6 | 2 | 1.0 | 1 | -60 | -4 | -7 | 4 | -14
COc1cc(/C=C2/SC(=O)NC2=O)ccc1OCc1ccccc1 | -64 | -111 | 6 | 8 | 0.1 | -9 | -12 | -9 | 4 | -17 | -5
COc1ccc(-c2cn3ccc4ccccc4c3n2)cc1 | -176 | -142 | 0 | -1 | -5.1 | -13 | -132 | -12 | -2 | -72 | /
O=C(NCc1ccncc1)c1cn(-c2ccccc2)nc1-c1cccnc1 | 13 | 9 | 0 | 1 | -1.2 | 12 | -2 | 6 | -1 | 4 | -2

Source: PubChem

This is a random part of the collection; overall some 3.9% were active at least once.
